# NCI-60 one-dose screen, 48 h, at 10 µM unless noted. Numbers give growth in % (100 = growth as untreated, 0 = no growth, -100 = all killed).
# MCF7 – MCF7 breast cancer. 82,000 compounds, 6.3% hits
# K-562 – K-562 leukemia | 78,000 compounds, 7.4% hits | AID 1794777
# MDA-MB-435 – MDA-MB-435 melanoma; 82,000 compounds, 7.8% hits; AID 1794794
# MDA-MB-468 – MDA-MB-468 breast cancer. 78,000 compounds, 8.5% hits
# MDA-MB-231 – MDA-MB-231 breast cancer; 81,000 compounds, 5% hits; AID 1794789
# SR – SR leukemia cells; 73,000 compounds, 8.7% hits; AID 1794780
# MOLT-4 – MOLT-4 leukemia cells; 80,000 compounds, 6.9% hits; AID 1794779
# RPMI-8226 – RPMI-8226 leukemia cells. 77,000 compounds, 7.5% hits
# * marks the source's active call; other numbers are inactive results; · = not tested or not shown; & = joins results of further samples; ! = not confirmed by another sample; [ ] = another dose, or the depositor's remark. The calls were made as follows: active = growth percent below 10; inactive = the rest.
molecule | MCF7 | K-562 | MDA-MB-435 | MDA-MB-468 | MDA-MB-231 | SR | MOLT-4 | RPMI-8226
CC1(C)CC(=O)c2cnc(Nc3ccc(S(N)(=O)=O)cc3)nc2C1 | 97 | 103 | 102 | 98 | 95 | 102 | 103 | 101
CC1CCN(CCCCOc2ccc(-c3ccc(C#N)cc3)cc2)CC1 | 80 | 45 | 90 | 71 | 63 | 51 | 42 | 58
O=C(O)CN1C(=O)C2C3CC(C2C1=O)C1C(c2ccc(F)cc2)c2sc(=S)[nH]c2SC31 (stereo not given) | 77 | 109 | 105 | 122 | 102 | 99 | 109 | 111
CCCCN1C(=O)c2cccc3c(C#CCN4C(=O)c5cccc6cccc(c56)C4=O)ccc(c23)C1=O | 93 | 101 | 104 | 95 | 97 | 92 | 100 | 97
O=c1oc2ccccc2cc1-c1nnc(SCc2ccccc2)o1 | 97 | 88 | 94 | 109 | 97 | 93 | 89 | 93
Nc1nc(N)c2c(n1)NC(c1cccc(Nc3ccnc4cc(Cl)ccc34)c1)CC(c1ccc(Cl)cc1)=N2 (stereo not given) | 87 | 65 | 98 | 100 | 101 | 88 | 93 | 78
CN1C(=O)NC2(CCCC2)C1=O | 100 | 111 | 100 | 99 | 111 | 109 | 96 | 110
O=C(CSc1nc2ccc(Cl)cc2[nH]1)Nc1ccc(-c2nc3ccccc3s2)c(Cl)c1 | 80 | 102 | 107 | 95 | 104 | 76 | 78 | 94
O=C(NC(=S)Nc1cccc2c(O)cccc12)c1cccc(Br)c1 | 29 | 88 | 113 | 34 | 76 | 84 | 79 | 81
COCCOCCOCc1n(Cc2ccc3ccccc3c2)c2ccccc2[n+]1Cc1ccc2ccccc2c1 | 7.6* | 11 | 7.9* | -21* | -1.8* | -40* | 4.0* | -6.2*
CCCCCOC(=O)Cc1c[nH]c2ccccc12 | 100 | 100 | 104 | 106 | 107 | 85 | 84 | 91
C=C(CN=[N+]=[N-])[C@@H]1CC[C@]2(C)[C@H](CC[C@@H]3[C@H]4[C@H]5OC(=O)[C@@]4(CCC5(C)C)CC[C@]32C)[C@@]1(C)CCC#N | 64[100 µM] | 46[100 µM] | 76[100 µM] | 72[100 µM] | 49[100 µM] | 64[100 µM] | 58[100 µM] | 57[100 µM]
CC1C2=C(Nc3ccccc3N1C(=O)C1CCC1)C(C)(C)N(C)C2=O (stereo not given) | 89 | 103 | 106 | 96 | 93 | 99 | 95 | 115
COc1ccc2c(c1OC)C(=O)OC2 | 94 | 98 | 110 | 114 | 117 | 115 | 110 | 115
c1ccc2c3c(ccc2c1)Sc1c(ccc2ccccc12)N3 | 62 | 45 | 79 | 80 | 71 | 41 | 55 | 107
CS(=O)(=O)Nc1cncc(-c2ccc3ncnc(NCc4ccccc4)c3c2)c1 | 9.8* | 34 | 55 | -34* | 40 | 6.3* | -26* | 52
CC(=O)OC1Oc2cc(C)c(C)cc2-c2oc(=O)c(-c3cc4ccc(N(C)C)cc4oc3=O)cc21 (stereo not given) | 79 | 11 | 73 | · | 76 | -42* | -17* | 29
CCOC(=O)CC1CSC(N/N=C/c2cc(OC)c(OC)c(OC)c2)=N1 (stereo not given) | 98 | · | 112 | 98 | 90 | 103 | 90 | 94
CC(=O)Nc1c(Br)cc2c(c1Br)C(=O)c1ccccc1-2 | 78 | 86 | 112 | · | 89 | · | 89 | 108
CCOc1c(C#N)c(Nc2ccc(S(N)(=O)=O)cc2)c(C#N)c2nc(=S)nc(Nc3ccccc3)n12 | 91 | 107 | 101 | 98 | 101 | 90 | 96 | 94
COc1cc(OC)c(Cl)cc1N | 95 | 96 | 98 | · | 95 | 109 | 108 | 104
O=[N+]([O-])c1cccc(CN(Cc2cccc([N+](=O)[O-])c2O)C2CCCCC2)c1O | 91 | 103 | 104 | 89 | 97 | · | 97 | 99
CCOC(=O)c1ccc(-c2ccc3cc(OC)ccc3c2)nc1C | 93 | · | 94 | 119 | 104 | 78 | 78 | 105
C[C@@H](Oc1cc(-c2cnn(C3CC4(CCCNC4)C3)c2)cnc1N)c1c(Cl)ccc(F)c1Cl (stereo not given in full) | -14* | 0.2* | 13 | -39* | 2.8* | -3.5* | -7.5* | -0.1*
COc1ccc(/C=C/C=C/C(=O)c2ccc(NC(=S)Nc3ccccc3)cc2)cc1 | 102 | 98 | 101 | 116 | 101 | 114 | 91 | 104

# Five entries drawn at random from the list so far:
molecule | MCF7 | K-562 | MDA-MB-435 | MDA-MB-468 | MDA-MB-231 | SR | MOLT-4 | RPMI-8226
C[C@@H](Oc1cc(-c2cnn(C3CC4(CCCNC4)C3)c2)cnc1N)c1c(Cl)ccc(F)c1Cl (stereo not given in full) | -14* | 0.2* | 13 | -39* | 2.8* | -3.5* | -7.5* | -0.1*
CCCCN1C(=O)c2cccc3c(C#CCN4C(=O)c5cccc6cccc(c56)C4=O)ccc(c23)C1=O | 93 | 101 | 104 | 95 | 97 | 92 | 100 | 97
CCOC(=O)CC1CSC(N/N=C/c2cc(OC)c(OC)c(OC)c2)=N1 (stereo not given) | 98 | · | 112 | 98 | 90 | 103 | 90 | 94
CC1CCN(CCCCOc2ccc(-c3ccc(C#N)cc3)cc2)CC1 | 80 | 45 | 90 | 71 | 63 | 51 | 42 | 58
CS(=O)(=O)Nc1cncc(-c2ccc3ncnc(NCc4ccccc4)c3c2)c1 | 9.8* | 34 | 55 | -34* | 40 | 6.3* | -26* | 52

# (more compounds)
molecule | MCF7 | K-562 | MDA-MB-435 | MDA-MB-468 | MDA-MB-231 | SR | MOLT-4 | RPMI-8226
CCN1CCN(C(C(=O)NCCc2c[nH]c3ccccc23)c2c[nH]c3ccccc23)C(=O)c2ccccc2C1=O (stereo not given) | 90 | 92 | 102 | 91 | 95 | 90 | 91 | 96
Cc1ccc(F)cc1NC(=O)c1cc(Cl)ccc1Nc1ccccc1 | 30 | 22 | 60 | 62 | 70 | 44 | 29 | 32
CCN(CC)C(=O)c1c(-[n+]2noc(=O)[nH]2)no[n+]1[O-] | 96 | 99 | 99 | 101 | 105 | 104 | 104 | 99
COc1ccc(C2=C(C)c3ccc(OC(C)=O)cc3OC2(C)C)cc1 | · | · | 98 | 103 | 108 | · | · | 94
NS(=O)(=O)c1ccc(Nc2nc(NNC(=O)CN3CCOCC3)nc(Nc3ccccc3)n2)cc1 | 95 | 97 | 102 | 91 | 97 | 88 | 100 | 99
COc1ccc(NC(=O)/C=C/c2ccc(NC(=O)N3CCOCC3)cc2)cn1 | 99 | 105 | 102 | 99 | 102 | 108 | 100 | 99
Nc1[nH]nc(Nc2ccccc2)c1-c1nc2ccccc2s1 | 12 | 4.8* | 23 | 18 | -17* | 14 | 4.1* | 24
NC(=O)c1ccc(N=C(N)N=C(N)N)cc1 | 93 | 98 | 85 | 85 | 106 | 97 | 103 | 107
O=C(Cc1csc2[n+]1C(=O)/C(=C/c1ccc(Cl)cc1)S2)Nc1ccccc1 | 84 | 94 | 99 | 101 | 75 | 78 | 92 | 95
O=C1c2cccc3cccc(c23)C(=O)N1CCO | 88 | 100 | 103 | 106 | 130 | 97 | 100 | 106
O=C(/C=C/c1ccc(Cl)cc1)c1ccc(Nc2nc(N3CCCCC3)nc(N3CCCCC3)n2)cc1 | 94 | 102 | 99 | 118 | 103 | 119 | 102 | 103
NC[C@H]1O[C@@H](O[C@H]([C@H]2O[C@@H](n3ccc(=O)[nH]c3=O)[C@H](O)[C@@H]2O)[C@H](NCCCC(=O)NCc2ccc(N3CCC(Oc4ccc(OC(F)(F)F)cc4)CC3)cc2)C(N)=O)[C@H](O)[C@@H]1O | 95 | 95 | 103 | 106 | 97 | 103 | 100 | 94
CCCn1nc(C(=O)N2CCCCC2)c2c1CCC(NCCc1cccnc1)C2 (stereo not given) | 100 | 93 | 105 | 113 | 102 | 100 | 91 | 102
CCC(C(=O)c1ccccc1)C1(C(=O)OC)NC(=S)NC(=O)C1C#N (stereo not given) | 101 | 108 | 109 | 107 | 107 | 95 | 135 | 106
Cc1ccc(S(=O)(=O)Oc2ccc(Br)cc2)cc1 | 96 | 71 | 91 | 85 | 100 | 83 | 69 | 90
Cc1ccc(-n2nc(C(=O)O)c(N3CCOCC3)n2)cc1 | 94 | 97 | 108 | 97 | 94 | 106 | 99 | 104
Cc1ccc(C(C)C)cc1NC(=O)C(C)c1ccc(CC(C)C)cc1 (stereo not given) | 100 | 94 | 100 | 109 | 103 | 110 | 100 | 98
COc1cccc(NC(=O)c2sc3nc4c(cc3c2N)CN(Cc2ccccc2)CC4)c1C | 74 | 73 | 101 | 98 | 85 | 80 | 81 | 82
Cc1ccc(NC(=O)CSc2nc3ccccc3nc2C)cc1 | 83 | 54 | 98 | 76 | 90 | 83 | 91 | 72
O=C(O)CNC(=O)c1nc(-c2ccccc2)n(-c2ccccc2)n1 | 101 | 103 | 104 | 103 | 99 | 101 | 95 | ·
NC(=O)NC(=O)/C=C\C(=O)OCCc1ccccc1 | 87 | 119 | 101 | 94 | 111 | 97 | · | 112
CN(C)c1ccc(/C=C2\SC(=S)N(Cc3nc4ccccc4[nH]3)C2=O)cc1 | 88 | 70 | 99 | 104 | 74 | 62 | 90 | 51
CSc1nc(-c2ccc(Br)cc2)c(C#N)c(=O)[nH]1 | 98 | 110 | 100 | 103 | 100 | 101 | 92 | 111
O=C(O)CN(CCN(CC(=O)O)CC(=O)O)CCN(CC(=O)O)CC(=O)O | 101&85&18 | 4.4*! | 101&17 | 89&95&22 | 91&100&36 | -21*! | -17*! | 101&102&14
COc1ccc(C(O)(c2ccc(OC)cc2)c2ccccc2OC)cc1 | 101 | 99 | 99 | 96 | 100 | 79 | 88 | 89

# Remaining list, next part.
compound	MCF7	K-562	MDA-MB-435	MDA-MB-468	MDA-MB-231	SR	MOLT-4	RPMI-8226
CSc1nc(Nc2cccc(NC(=O)/C(C#N)=C/c3ccccc3)c2)c(C#N)c(-c2cccc([N+](=O)[O-])c2)n1	50	87	99	98	82	·	82	76
CCCCOc1nc2ccc(Cl)cc2cc1/C=C/C(=O)/C=C/c1ccc(Cl)cc1	23	57	2.3*	79	86	20	71	0.2*
COc1ccc(CCNC(=O)C2CCN(c3nc(C(F)(F)F)ccc3C#N)CC2)cc1OC	94	91	99	98	99	90	86	78
N#CC1=C(N)Oc2cc(O)ccc2C1c1cc2c(c([N+](=O)[O-])c1)OCCO2 (stereo not given)	87	102	55	·	106	96	100	109
CC/C=C/C/C=C/C/C=C/C/C=C/C/C=C/C/C=C/CCC(=O)Nc1ccn([C@@H]2O[C@H](CO)[C@@H](O)C2(F)F)c(=O)n1	14	38	37	21	55	18	1.9*	28
O=c1ccc2cc3ccccc3cc2[nH]1	97	58	92	99	101	82	87	87
COc1ccc(-n2cc(-c3ccc(Br)cc3)nc2SCC(=O)c2ccc(C)cc2)cc1	82	92	92	79	94	82	95	96
Cn1cc(CNc2nc3ccc(OC/C(=C/F)CN)cc3o2)ccc1=O	92	94	104	107	99	117	104	110
COc1ccc(C(=O)c2cc3c(N)c(C(=O)Nc4cccc(Br)c4C)sc3nc2C)cc1	18	5.3*	-10*	-2.0*	13	-21*	10	8.9*
CC(Sc1nc2sc3c(c2c(=O)n1-c1ccc(Cl)cc1)CCCC3)C(=O)Nc1ccccc1Br (stereo not given)	84	44	100	88	75	66	58	76
O=C1c2ccccc2CN1C12CCC3CC(CC(O)(C3)C1)C2 (stereo not given)	80	116	96	90	90	116	114	99
COc1ccc(C2=NNC(c3sc(Cl)nc3Cl)C2)cc1 (stereo not given)	41	7.3*	80	70	67	2.8*	7.6*	81

# Arranged by count of non-hydrogen atoms (falling): 4 of the compounds above
compound	MCF7	K-562	MDA-MB-435	MDA-MB-468	MDA-MB-231	SR	MOLT-4	RPMI-8226
COc1ccc(C(=O)c2cc3c(N)c(C(=O)Nc4cccc(Br)c4C)sc3nc2C)cc1	18	5.3*	-10*	-2.0*	13	-21*	10	8.9*
CCCCOc1nc2ccc(Cl)cc2cc1/C=C/C(=O)/C=C/c1ccc(Cl)cc1	23	57	2.3*	79	86	20	71	0.2*
N#CC1=C(N)Oc2cc(O)ccc2C1c1cc2c(c([N+](=O)[O-])c1)OCCO2 (stereo not given)	87	102	55	·	106	96	100	109
Cn1cc(CNc2nc3ccc(OC/C(=C/F)CN)cc3o2)ccc1=O	92	94	104	107	99	117	104	110

# The results go on:
compound	MCF7	K-562	MDA-MB-435	MDA-MB-468	MDA-MB-231	SR	MOLT-4	RPMI-8226
Nc1ccc(C(=O)OCCCN(C2CCCCC2)C2CCCCC2)cc1	94	103	103	106	94	98	100	101
CN(C)c1ccc(/C=N/NC(=O)CSc2ncnc3c2c(-c2ccccc2)cn3C2CCCCC2)cc1	87	104	109	92	88	100	101	96
C[N+]1(CC[N+]2(C)CCCCC2)CCCCC1	100	122	109	112	100	98	112	101
O=C(Nc1cccc2ccccc12)c1cc2c(cc1Br)OCO2	80	98	111	95	102	71	92	66
CC(C)=CC/C=C(/C)[C@H]1CC[C@]2(C)[C@@H]1CC[C@@H]1[C@@]3(C)CC/C(=N/O)C(C)(C)[C@@H]3CC[C@]12C	36[100 µM]	34[100 µM]	52[100 µM]	48[100 µM]	51[100 µM]	45[100 µM]	28[100 µM]	52[100 µM]
Cc1c(CC(=S)N2CCOCC2)nnn1-c1ccc(F)cc1	105	85	76	103	115	70	99	102
CCOC(=O)CC(=O)c1cccnc1	99	103	110	99	108	102	106	107
COc1cc2c3c(n([C@H]4CCOC4)c(=O)c2cc1OC)-c1cc2c(cc1C3=O)OCO2	14	60	59	31	92	·	17	·
O=[N+]([O-])c1ccc(Sc2ccncn2)c([N+](=O)[O-])c1	·	26	8.6*	24	84	31	66	40
Cc1[nH]c(C2CC(c3ccccc3)=NN2c2ccccc2)c(C)c1C(=O)NCC(F)(F)F (stereo not given)	79	98	100	105	95	86	76	95

# Source: PubChem BioAssay
